GPR35 arrestin U2OS: GPR35 antagonists blocking zaprinast-driven arrestin recruitment, primary screen, imaging, U2OS, beta-arrestin-GFP, zaprinast agonist (AID 2058) | U2OS GPR35 beta-arrestin-GFP translocation imaging, zaprinast antagonism; higher % means a stronger effect | inhibition, % at 10 µM; hits with a dose series show IC50 in µM | G-protein coupled receptor 35 (Homo sapiens) | actives 0.052% (n = 290,000);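 active = inhibition of at least 50% with at least 30 cells and total cytoplasm GFP at most 10,000,000; inconclusive = under 30 cells or total GFP of 10,000,000 plus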
SIAH1 antagonists: Siah-1 peptide-binding antagonists, primary screen, biochemical, fluorescence polarization, rhodamine-plectin, uHTS (AID 1817); E3 ubiquitin-protein ligase SIAH1 (Homo sapiens); Siah-1 / rhodamine-plectin peptide fluorescence polarization; higher % means a stronger effect; displacement, % at 20 µM; hits with a dose series show IC50 in µM; actives 0.02% (n = 290,000);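 active = displacement of at least 50% at 20 µM, with a fluorescence ratio check between 0.3 and a set limit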;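 note: plate controls were Siah plus tracer with DMSO for no effect and tracer alone without Siah for full effect; strong numbers were not always called active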
NOD1 NF-kB reporter: NOD1 signaling inhibitors, primary screen, cell-based, luminescence, uHTS (AID 1578). one-dose inhibition, % at 4 µM; EC50 in µM for titrated hits. actives 1% (n = 290,000). NOD1-driven NF-kB luciferase reporter cells, luminescence; higher % means a stronger effect; in the data active = inhibition mostly above about 36%, no sharp cut-off; inactive = mostly below about 34%;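 note: HEK-293T reporter cells stimulated with the NOD1 agonist gamma-tri-DAP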
KOR beta-arrestin-1: KOR agonists, beta-arrestin recruitment, primary screen, cell-based, luminescence, uHTS (AID 1777); KOR beta-arrestin recruitment, luminescence; higher % means a stronger effect; activation, % at 10 µM; hits with a dose series show EC50 in µM; Kappa-type opioid receptor (Homo sapiens); actives 0.02% (n = 280,000); in the data active = activation above about 50%, passing the limit was not always enough; note: a part of the inactive calls stands beside numbers as strong as those of hits
HIV fusion peptide: inhibitors of HIV fusion peptide binding, primary screen, biochemical, uHTS, fluorescence dequenching (AID 1986); actives 0.3% (n = 290,000); inhibition, % at 20 µM; hits with a dose series show IC50 in µM; cell-free peptide binding, fluorescence dequenching, 30 min; higher % means a stronger effect; in the data active = inhibition mostly above about 52%, no sharp cut-off; inactive = mostly below about 76%; note: some results filed as inactive read as strong as hits
GPR55 activation: GPR55 agonists via beta-arrestin recruitment, primary screen, imaging, U2OS cells, beta-arrestin-GFP redistribution (AID 1961); U2OS GPR55 beta-arrestin-GFP redistribution imaging; higher % means a stronger effect; one-dose activation, % at 10 µM; EC50 in µM for titrated hits; actives 0.048% (n = 290,000);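 active = activation above 40% with more than 50 cells counted in the well; inconclusive = wells holding fewer than 50 cells, flagged as toxic or sparse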;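 note: U2OS osteosarcoma cells stably expressing GPR55 and beta-arrestin-GFP; plate controls were DMSO negative control for no effect and LPI positive control for full effect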
AID2073: inhibitors of Mint1-CaV2.2 protein interaction, biochemical, HTRF (AID 2073). actives 0.19% (n = 290,000). Voltage-dependent N-type calcium channel subunit alpha-1B (Homo sapiens). HTRF protein-protein interaction, Mint1-CaV2.2; higher % means a stronger effect. one-dose inhibition, % at 20 µM; IC50 in µM for titrated hits; in the data active = inhibition mostly above about 51%, no sharp cut-off; inconclusive = no clear call, values can overlap the other calls; inactive = mostly below about 53%; note: some results filed as inactive read as strong as hits
GPR55 antagonists: GPR55 antagonists blocking LPI-driven arrestin recruitment, primary screen, imaging, U2OS, beta-arrestin-GFP, LPI agonist (AID 2013). actives 0.13% (n = 290,000). inhibition, % at 10 µM; hits with a dose series show IC50 in µM. U2OS GPR55 beta-arrestin-GFP translocation imaging, LPI antagonism; higher % means a stronger effect;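 active = spots per cell inhibited over 60%, with over 100 cells counted and total cytoplasm intensity under 500,000; inconclusive = wells with under 100 cells, flagged as likely toxic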;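 note: U2OS cells stably carrying GPR55 and arrestin-GFP stimulated by 5 µM LPI near EC80; imaged beta-arrestin-GFP aggregate spots per cell after agonist stimulation; plate controls were LPI-stimulated DMSO wells for no effect and DMSO wells without LPI for full effect; some results filed as inactive read as strong as hits; confirmed hits need IC50 under 10 µM and bright autofluorescent wells are also inconclusive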
KOR beta-arrestin-2: KOR antagonists, beta-arrestin recruitment, cell-based, luminescence, uHTS (AID 1778); KOR beta-arrestin recruitment, luminescence, antagonist mode; higher % means a stronger effect; one-dose inhibition, % at 10 µM; IC50 in µM for titrated hits; actives 0.091% (n = 290,000); in the data active = inhibition above about 50%; note: strong numbers were not always called active
* = called active by the depositor; ? = inconclusive; nt = not tested or not shown; [ ] = another dose, or the depositor's remark.

[1] O=C1CN(c2nc(-c3cccnc3)nc3scc(-c4ccccc4)c23)CCN1
[2] C/C=C(/C)C(=O)Nc1cccc(C2=NOC3(C2)C[C@H](C(N)=O)N(C(=O)c2ccc(Cl)cc2)C3)c1 (some centres not stated)
[3] COC(=O)C1Cc2ccccc2CN1C(=O)CCl (configuration not stated)
[4] O=c1oc2ccccc2cc1-c1nc2ccccc2o1
[5] COC(=O)C1(C(=O)OC)Sc2ccccc2C1=O
[6] Cc1nc([N+](=O)[O-])cn1C(C)C
assay / entry	1	2	3	4	5	6
GPR35 arrestin U2OS	8%	7%	6%	4%	-19%	21%
SIAH1 antagonists	-2%	-5%	2%	6%	0%	-5%
NOD1 NF-kB reporter	-24%	3%	39%	-12%	-8%	13%
KOR beta-arrestin-1	-4.1%	3.2%	-9.8%	-6.3%	0.5%	2.8%
HIV fusion peptide	-1.0%	-1.1%	-1.4%	-2.5%	3.0%	-3.0%
GPR55 activation	1.5%	-0.1%	-0.3%	0.0%	-0.1%	0.0%
AID2073	19%	-4%	20%	?	2%	-9%
GPR55 antagonists	-1%	-4%	22%	7%	9%	6%
KOR beta-arrestin-2	11%	-11%	8%	10%	-30%	-21%

[7] COC(=O)Cn1c(C)nc2c(sc3nc(C)cc(C)c32)c1=O
[8] COc1ccc(-c2nnn(CC(=O)N(CC(=O)NC3CCCC3)c3ccccc3)n2)cc1OC
[9] COc1ccc(CCNC(=O)C(=O)NCC2OCCN2S(=O)(=O)c2ccc(OC)c(OC)c2)cc1 (configuration not stated)
[10] Cc1cccc(NS(=O)(=O)c2ccc(-c3cnc(C4CC4)o3)cc2)c1
[11] CC(C)n1c(Oc2ccc(F)cc2)nc2c1c(=O)n(C)c(=O)n2C
[12] CN(C(=O)C1CCCO1)c1nnc(-c2ccccn2)s1 (configuration not stated)
assay / entry	7	8	9	10	11	12
GPR35 arrestin U2OS	-17%	4%	3%	-7%	-6%	1%
SIAH1 antagonists	1%	3%	0%	6%	-3%	-4%
NOD1 NF-kB reporter	-50%	-32%	9%	29%	7%	-22%
KOR beta-arrestin-1	-2.6%	nt	-1.9%	2.7%	nt	4.0%
HIV fusion peptide	-0.7%	0.0%	-0.9%	1.5%	-1.8%	-1.0%
GPR55 activation	-0.1%	-0.1%	0.0%	-0.4%	-0.1%	-0.1%
AID2073	7%	4%	18%	0%	3%	-6%
GPR55 antagonists	8%	-11%	3%	-12%	8%	-16%
KOR beta-arrestin-2	31%	26%[20 µM]	-32%[20 µM]	-176%	6%[20 µM]	-29%

[13] CC(C)C(=O)Nc1cccc(NC(=O)c2cccc(F)c2)c1
[14] S=c1[nH]cnc2sc(Nc3ccccc3)nc12
[15] Cn1cccc1/C=N/n1c(-c2ccc(Cl)cc2Cl)n[nH]c1=S
[16] Cc1cccc(C)c1NC(=O)NC1CCc2ccccc21 (configuration not stated)
[17] CC(=O)NC(Cc1ccccc1)C(C)=O (configuration not stated)
[18] CCCCC[n+]1ccn(C2=C([O-])c3ccccc3C(=O)/C2=N\S(=O)(=O)c2ccccc2)c1
assay / entry	13	14	15	16	17	18
GPR35 arrestin U2OS	-2%	6%	0%	5%	7%	-6%
SIAH1 antagonists	1%	-1%	14%	10%	-3%	1%
NOD1 NF-kB reporter	-30%	-4%	-7%	1%	-24%	11%
KOR beta-arrestin-1	-3.8%	0.8%	-4.4%	-2.1%	2.0%	4.5%
HIV fusion peptide	-1.0%	-0.3%	-1.8%	1.0%	-0.1%	-0.6%
GPR55 activation	0.1%	0.3%	-0.3%	-0.1%	-0.3%	-0.1%
AID2073	2%	-39%	8%	13%	13%	-5%
GPR55 antagonists	-6%	15%	4%	16%	6%	5%
KOR beta-arrestin-2	20%	16%	-14%	7%	-32%	-32%

[19] COc1cccc(-c2cc(C(F)(F)F)n3ncc(C(=O)NCC4CCCO4)c3n2)c1 (configuration not stated)
[20] O=C1c2oc3ccc(Cl)cc3c(=O)c2C(c2cccc(Br)c2)N1CCO (configuration not stated)
[21] O=C(c1ccc(-c2ccccc2)cc1)C1CCCN(Cc2ccncc2)C1 (configuration not stated)
[22] CCOC(=O)CC1OC(=O)c2cc3c(cc21)C(=O)OC3CC(=O)OCC (configuration not stated)
[23] Cc1cc(NC(=O)NC2(C(F)(F)F)Oc3ccc(Cl)cc3O2)no1 (configuration not stated)
[24] Cn1nc(C(=O)Nc2ccc3c(c2)OCCO3)cc1C(=O)O
assay / entry	19	20	21	22	23	24
GPR35 arrestin U2OS	-7%	-10%	0%	0%	5%	20%
SIAH1 antagonists	2%	14%	-6%	4%	4%	0%
NOD1 NF-kB reporter	7%	-7%	44%	-2%	-46%	-24%
KOR beta-arrestin-1	-8.3%	-0.8%	nt	-1.5%	-3.6%	-3.3%
HIV fusion peptide	0.4%	0.8%	-1.1%	0.5%	4.7%	-0.5%
GPR55 activation	0.2%	-0.1%	0.0%	1.1%	-0.4%	0.6%
AID2073	7%	-10%	-7%	6%	-2%	-10%
GPR55 antagonists	5%	1%	4%	4%	1%	-1%
KOR beta-arrestin-2	-46%	1%	-36%[20 µM]	9%	-4%	-26%[20 µM]

[25] CCN(CC)C(=O)C(=O)Nc1ccc(F)c(Cl)c1
[26] COc1ccc(C(=O)NCC(=O)OCC(=O)Nc2cccc(S(=O)(=O)N3CCCC3)c2)cc1
[27] CSc1ccc(CNc2cccc3ccccc23)cc1
[28] O=C(Nc1c(-c2ccccc2)nc2ccccn12)c1cccc(F)c1
[29] Cc1ccc(S(=O)(=O)c2ccc(Cl)cc2)cc1S(N)(=O)=O
[30] Cc1cccc(NC(=O)C2CCCN2/C=C/C(=O)C(F)(F)F)c1C (configuration not stated)
assay / entry	25	26	27	28	29	30
GPR35 arrestin U2OS	8%	-4%	7%	-6%	4%	-5%
SIAH1 antagonists	2%	-4%	2%	3%	36%	0%
NOD1 NF-kB reporter	-34%	-2%	-40%	-1%	-22%	-22%
KOR beta-arrestin-1	-0.2%	2.0%	-2.2%	-1.0%	1.8%	2.5%
HIV fusion peptide	0.1%	-0.8%	-1.9%	0.1%	0.2%	0.3%
GPR55 activation	-0.1%	0.0%	-0.1%	0.0%	0.0%	0.2%
AID2073	7%	-1%	-16%	-4%	3%	2%
GPR55 antagonists	-5%	-4%	0%	-17%	8%	2%
KOR beta-arrestin-2	-14%[20 µM]	-28%	28%	4%	-58%[20 µM]	17%

From compound 29 as far as 30, as listed above:
[29] Cc1ccc(S(=O)(=O)c2ccc(Cl)cc2)cc1S(N)(=O)=O
[30] Cc1cccc(NC(=O)C2CCCN2/C=C/C(=O)C(F)(F)F)c1C (configuration not stated)
assay / entry	29	30
GPR35 arrestin U2OS	4%	-5%
SIAH1 antagonists	36%	0%
NOD1 NF-kB reporter	-22%	-22%
KOR beta-arrestin-1	1.8%	2.5%
HIV fusion peptide	0.2%	0.3%
GPR55 activation	0.0%	0.2%
AID2073	3%	2%
GPR55 antagonists	8%	2%
KOR beta-arrestin-2	-58%[20 µM]	17%

Next part
[31] COc1ccc(-n2ccc(=O)c(C(=O)Nc3ccc(S(=O)(=O)Nc4nccs4)cc3)n2)cc1
[32] CO/N=C/CC(=O)c1ccc(-c2ccccc2)cc1
[33] O=Cc1ccc(Oc2nc(Cl)ncc2F)cc1
[34] COc1ccccc1C(=O)NC(=O)COC(=O)CCOc1cc(C)ccc1C
[35] COc1cc2c(cc1OC)C1C(C(=O)Nc3ccccc3N3CCN(C)CC3)c3ccccc3C(=O)N1CC2 (configuration not stated)
[36] O=C(N/N=C/c1c(F)cccc1Cl)c1cc(C2CC2)[nH]n1
assay / entry	31	32	33	34	35	36
GPR35 arrestin U2OS	-5%	8%	-2%	-11%	-1%	7%
SIAH1 antagonists	-4%	-4%	9%	-2%	6%	0%
NOD1 NF-kB reporter	24%	-16%	-44%	-26%	-20%	9%
KOR beta-arrestin-1	-2.9%	2.6%	-6.7%	11%	-3.8%	3.0%
HIV fusion peptide	5.5%	1.5%	-0.8%	0.0%	-0.9%	2.7%
GPR55 activation	-0.1%	0.5%	0.3%	-0.2%	-0.3%	-0.1%
AID2073	34%	0%	1%	8%	6%	3%
GPR55 antagonists	-4%	-20%	3%	8%	-2%	1%
KOR beta-arrestin-2	-40%	-63%[20 µM]	-1%[20 µM]	-12%	9%	-16%

[37] O=C(NCC1CCCO1)C1CCCN1C(=O)NC1CCCCC1 (configuration not stated)
[38] O=C(NCc1ccccc1)C1=C[C@H](c2ccc3c(c2)OCO3)C[C@H](OCCCCO)O1
[39] CCCOC(=O)CC1C(=O)NCCN1Cc1cc(OC)cc(OC)c1 (configuration not stated)
[40] N#CC1(NC(=O)COC(=O)C23CC4CC(CC(O)(C4)C2)C3)CCCCC1
[41] CC(C(=O)NC1CC1)c1ncc(C(F)(F)F)cc1Cl (configuration not stated)
[42] COc1ccc(OC)c(/C(O)=C/C(=O)C(=O)Nc2cc(C)cc(C)c2)c1
[43] CCS(=O)(=O)N1CCC(C(=O)Nc2ccccc2OC)CC1
[44] Cn1nc(C(=O)Nc2ccc(S(=O)(=O)N3CCOCC3)cc2)c2ccccc2c1=O
[45] Cc1ccc(NC(=O)C2CCCN2S(=O)(=O)c2ccc3c(c2)n(C)c(=O)c(=O)n3C)c(C)c1 (configuration not stated)
assay / entry	37	38	39	40	41	42	43	44	45
GPR35 arrestin U2OS	5%	1%	20%	-8%	-13%	8%	-12%	-18%	2%
SIAH1 antagonists	0%	-4%	-11%	3%	16%	4%	9%	11%	7%
NOD1 NF-kB reporter	-29%	-11%	26%	0%	-18%	-10%	2%	-25%	0%
KOR beta-arrestin-1	8.0%	1.7%	nt	0.0%	0.9%	-3.3%	-1.9%	-5.1%	-4.1%
HIV fusion peptide	-0.7%	2.1%	-2.2%	2.9%	0.5%	0.9%	0.2%	-1.0%	0.4%
GPR55 activation	0.7%	0.1%	0.2%	-0.1%	-0.1%	-0.1%	-0.2%	0.3%	-0.1%
AID2073	-2%	-8%	-1%	0%	-1%	0%	-4%	16%	8%
GPR55 antagonists	14%	1%	16%	12%	10%	10%	16%	12%	2%
KOR beta-arrestin-2	4%	-7%	-10%[20 µM]	-8%	-52%[20 µM]	-4%	-6%[20 µM]	-35%[20 µM]	8%

A portion of the library. The share of hits here may be higher or lower than overall.
